Efflux pump inh – inhibitors of Candida antifungal efflux pumps expressed in yeast. S. cerevisiae Candida pump triplex, Nile Red efflux. inhibition, % at 10 µM. actives 0.44% (n = 330,000);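 active = plate passing quality check with inhibition over a set limit, or well fluorescence over plate mean plus 4 SD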;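 also: Nile Red retained in pooled yeast measured as flow cytometry median fluorescence; 0% = buffer negative control and 100% = Enniatin B positive control; higher means more Nile Red kept so more efflux inhibition; some compounds called inactive have numbers as strong as hits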
Fam108B counter – blocks mouse Fam108B hydrolase in RBBP9 counter-screen | inhibition, % at 9.51 µM | AID 1947 | recombinant Fam108B, FP-Rh probe fluorescence polarization | actives 0.33% (n = 300,000);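 active = inhibition above the screen mean inhibition plus 3 SD, computed separately per campaign, cut at about 18% in these data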;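 also: inhibitors lower polarization as less probe binds the enzyme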
CR mimetic SO – caloric restriction mimetics inhibiting age-related superoxide in yeast | AID 2690 | actives 0.18% (n = 330,000) | S. cerevisiae aged cells, superoxide DHE fluorescence; hits give low values | superoxide response (% of plate mean), % at 10 µM;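 active = superoxide response under a set limit, about three screen SD below normal, cut at about 65% in these data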;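 also: yeast aged for seven days with compound at 30 °C before DHE staining; 100% = average MFI of all compound-treated wells on the plate with controls excluded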
ZTA counter – blocks Epstein-Barr virus ZTA, an EBNA-1 counter-screen | P03206 | ZTA-DNA binding, fluorescence polarization | inhibition, % at 11 µM | actives 0.15% (n = 320,000); in the data active = inhibition above about 33%
Target sequence (P03206 whole entry, looked up): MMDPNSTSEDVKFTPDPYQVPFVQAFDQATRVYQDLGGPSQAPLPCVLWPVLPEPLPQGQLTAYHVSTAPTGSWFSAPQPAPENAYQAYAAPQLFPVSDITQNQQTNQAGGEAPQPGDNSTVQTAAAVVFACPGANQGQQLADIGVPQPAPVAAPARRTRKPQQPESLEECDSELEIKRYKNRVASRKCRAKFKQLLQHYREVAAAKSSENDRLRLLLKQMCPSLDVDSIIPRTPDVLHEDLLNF
MCL1 BIM primary – inhibitors of human MCL1 binding to BIM-BH3 peptide; Q07820; GST-MCL1 / FITC-Bim-BH3 fluorescence polarization; inhibition, % at 10.9 µM; actives 0.68% (n = 320,000);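 active = inhibition above the mean inhibition of all tested compounds plus 3 SD, set per campaign, cut at about 40% in these data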;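 also: 0% = DMSO wells and 100% = unlabeled Bim-BH3 peptide control; higher means more loss of mP so more displacement of Bim peptide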
GLD-1 TGE inh – GLD-1-TGE RNA interaction inhibition (C. elegans); Q17339; purified GLD-1 + fluorescein TGE RNA, fluorescence polarization; inhibition, % at 5.96 µM; actives 0.44% (n = 320,000);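 active = percent inhibition above a per-plate cutoff, the plate mean of test compounds plus 3 SD, cut at about 30% in these data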;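 also: 0% = DMSO wells with GLD-1 and probe and 100% = wells lacking GLD-1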
Target sequence (Q17339 whole entry, looked up): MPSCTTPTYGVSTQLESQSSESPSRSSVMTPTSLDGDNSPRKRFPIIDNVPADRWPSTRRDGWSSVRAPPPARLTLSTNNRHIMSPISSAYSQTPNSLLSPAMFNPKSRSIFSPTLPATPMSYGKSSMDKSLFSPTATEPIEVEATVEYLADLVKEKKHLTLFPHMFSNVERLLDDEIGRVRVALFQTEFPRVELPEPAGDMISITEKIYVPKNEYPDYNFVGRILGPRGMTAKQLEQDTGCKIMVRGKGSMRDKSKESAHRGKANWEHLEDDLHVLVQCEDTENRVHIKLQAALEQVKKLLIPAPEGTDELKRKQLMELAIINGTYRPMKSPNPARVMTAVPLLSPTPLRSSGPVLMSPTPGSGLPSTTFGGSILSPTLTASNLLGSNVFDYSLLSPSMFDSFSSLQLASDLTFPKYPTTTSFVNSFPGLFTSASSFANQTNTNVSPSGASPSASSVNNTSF
BCLXL inh – Bcl-xL (human) inhibition. GST-Bcl-xL / FITC-Bim BH3 peptide fluorescence polarization. inhibition, % at 10.9 µM. actives 0.7% (n = 320,000);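 active = inhibition above the mean of all tested compounds plus 3 SD, cutoff set per campaign, cut at about 30% in these data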;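 also: 0% = DMSO wells and 100% = unlabeled Bim-BH3 peptide competitor; inhibitors lower millipolarization by displacing the labeled peptide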
Target sequence (Q07817 whole entry, looked up): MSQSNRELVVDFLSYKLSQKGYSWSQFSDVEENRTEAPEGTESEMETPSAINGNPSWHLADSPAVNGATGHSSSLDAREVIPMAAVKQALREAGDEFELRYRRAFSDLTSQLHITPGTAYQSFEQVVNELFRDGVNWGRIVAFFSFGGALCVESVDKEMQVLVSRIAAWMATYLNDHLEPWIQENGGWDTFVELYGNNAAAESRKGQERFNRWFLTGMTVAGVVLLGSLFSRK
MEX-5 binding – C. elegans MEX-5 TCR-2 RNA binding activity | MEX-5/FITC-TCR2 RNA binding, fluorescence polarization; hits give low values | actives 0.38% (n = 300,000) | activity score (negative = inhibition of binding), % at 10 µM;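 active = inhibition past about -25% in most replicates, and total fluorescence under double the plate's negative control median, limit read from the data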;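 also: 0% = DMSO and -100% = 5 µM competing unlabeled TCR2 RNA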
EBNA-1 inhibitor – blocks EBNA-1 binding to DNA. EBNA-1 DNA binding, fluorescence polarization. inhibition, % at 14.8 µM. actives 0.34% (n = 300,000). AID 1950; in the data active = inhibition above about 28%
The depositor's hits bear a star; / = no result given.

SMILES	Efflux pump inh	Fam108B counter	CR mimetic SO	ZTA counter	MCL1 BIM primary	GLD-1 TGE inh	BCLXL inh	MEX-5 binding	EBNA-1 inhibitor
COc1ccccc1-c1cc(C(=O)N/N=C\c2cnn(C)c2C)c2ccccc2n1	0.3	3	105	3	0	-5	6	-0.1	-3
CCN(C(=O)CSc1nc2c(cnn2-c2ccccc2)c(=O)[nH]1)C1CCS(=O)(=O)C1 (stereo not given)	0.6	-5	83	-6	-26	-1	-14	-0.1	-4
O=C(CNc1cc(S(=O)(=O)N2CCOCC2)ccc1N1CCCC1)N1CCc2ccccc21	0.2	2	114	11	-7	-10	0	0.6	-8
O=C(O)c1cc(N/N=C/c2cccc3ccccc23)ccc1Cl	0.0	0	101	-1	6	1	8	-2.0	-11
O=Cc1c(Cl)nc2ccccn12	0.0	-4	102	-12	0	-2	1	0.4	-5
CN(C)CCCNS(=O)(=O)c1ccc(-n2nnc3ccccc32)c([N+](=O)[O-])c1	0.1	-1	119	4	-1	-2	2	-0.4	5
CCCN1CCN(CCCNC(=S)Nc2ccc(OC)cc2)CC1	-0.5	-5	93	-4	12	0	5	-0.2	-6
CC(C)Oc1ccc(C(=O)Nc2c3c(nn2-c2ccccc2)CS(=O)(=O)C3)cc1	0.2	-3	106	8	3	7	-1	-6.0	10
CCCc1cc(=O)[nH]c(SCC(=O)N2CCN(S(=O)(=O)c3ccccc3)CC2)n1	0.3	2	90	-10	-4	1	4	-1.0	-2
CCCCOC(C)n1cc(F)c(=O)[nH]c1=O (stereo not given)	0.0	-5	97	9	-1	4	4	1.5	-1
CC(=O)Nc1c(O)c2cccc3c2n(c1=O)CCC3	0.1	-2	100	6	-8	0	-3	-3.0	-6
Cn1nc(C(F)(F)F)c(CNC(=O)C(C)(C)CCl)c1N1CCOCC1	-0.2	-1	108	1	-3	-7	-5	2.0	-8
COc1ccc(N2CCN(C(CNC(=O)C(=O)NCC(OC)OC)c3ccco3)CC2)cc1 (stereo not given)	-0.1	-3	100	8	-3	2	0	1.3	2
COc1ccc(C(=O)NCC(=O)N/N=C/c2cccnc2)cc1OC	0.3	4	105	-10	5	1	5	2.0	-10
CCCCCCN=C1CC(C)(C)CC(=O)/C1=C(/O)CCC	0.0	-1	110	-5	5	6	6	0.7	5
Cc1[nH]n(CCC#N)c(=O)c1CC(=O)N1CCN(c2ccccc2)CC1	0.1	-4	105	8	25	3	5	0.9	-4
O=S(=O)(Nc1ccccc1F)c1ccc(Cl)nc1	0.1	/	102	0	11	-4	2	/	/
Cc1ccc(NCc2nnc(SCC(=O)Nc3nnc(C)s3)n2C)cc1	0.1	2	105	-3	-6	-3	-17	-3.5	-6
COc1ccc(N2CCN(S(=O)(=O)CCNC(=O)c3cccs3)CC2)cc1	0.1	0	99	-6	5	3	4	0.8	-12
CCOC(=O)/C=c1\s/c(=C\c2ccc(C(=O)OC)cc2)c(=O)n1CC(=O)Nc1ccccc1	0.0	-6	99	-8	0	-3	-4	-2.8	3
Cc1ccc(-c2csc(NC(=O)CSc3nc4ccccc4c(=O)n3CCCN(C)C)n2)cc1	0.2	-1	109	8	-2	0	2	-0.4	5
CCn1c2c(c(=N)c3c1CCC3)CCC2	-0.1	1	97	-4	-2	7	6	-0.3	17
Cc1ccc(CN2CCC(CNC(=O)C3CCCN(c4ncnc5c4nc4n5CCCCC4)C3)CC2)cc1 (stereo not given)	-0.2	-1	101	-12	4	-4	4	4.2	3
O=C(NC(Nc1ncccn1)C(=O)c1ccccc1)c1ccccc1 (stereo not given)	-0.1	1	91	9	-5	-5	7	-0.3	7
Cc1ccc(C)c(OCCCC(C)(C)C(=O)O)c1	0.0	1	98	2	3	-4	-3	1.6	-2
COc1ccc(/C=C(/NC(=O)c2ccc([N+](=O)[O-])cc2)C(=O)NC(C)(C)C)cc1	-0.2	7	111	-11	-12	0	-6	-0.6	1
CCN(CC(=O)NCCc1ccccc1)S(=O)(=O)c1ccccc1	0.3	-3	86	0	1	0	4	0.7	-6
Cn1c(C(=O)N2CCc3ccccc3C2)cc2oc3ccccc3c21	0.0	-5	107	-17	-2	9	3	-1.6	-7
Cc1csc(NC(=O)CSc2nncs2)n1	0.0	1	95	-8	1	5	-1	0.7	-6
Cc1ccc(NC(=O)COC(=O)c2ccc3c(c2)C(=O)N(CCc2ccccc2)C3=O)c(C)c1	-0.4	0	95	-9	-17	4	-3	2.7	5
CCOC(=O)c1nn(-c2ccccc2)c(=O)c(C#N)c1C	1.0*	-4	121	2	-6	2	1	0.7	-16
Cc1ccc(NC(=O)CN(C)C(=O)c2cccnc2Nc2cccc(C(F)(F)F)c2)cc1	-1.3	-8	109	2	1	10	1	1.1	-6
O=C(NCCc1csc(-c2cccnc2)n1)c1cccs1	0.2	-4	123	3	5	-7	4	0.6	2
C#CCOCCOCCOCCNc1nc(N2CCOCC2)nc(N2CCN(C(=O)[C@H]([C@@H](C)CC)n3cc([C@@H](N)CO)nn3)CC2)n1	0.0	0	106	-10	0	-9	0	2.5	-5
C/C(CC(=O)NCc1ccc(Cl)cc1)=N\NC(=O)COc1ccc(C)cc1Br	0.0	2	98	5	7	0	1	1.2	0
CCC(=O)Nc1ccc(C(=O)CSc2nnc(-c3cccnc3)o2)cc1	0.1	-2	110	-13	-9	-6	3	-1.3	-7
COC(OC)C12c3ccccc3C(c3ccccc31)C1C(=O)N(c3cccnc3)C(=O)C12 (stereo not given)	-0.1	1	99	-8	-6	7	2	-0.3	-7
COc1cccc(C(=O)O/N=C(\N)c2ccncc2)c1OC	13*	-1	101	-10	-2	0	6	-0.1	-7
COc1ccc(C(=O)NC(=S)Nc2cccc3ncccc23)cc1[N+](=O)[O-]	0.0	2	95	1	24	-8	11	-0.6	1
COc1cccc(NC(=O)CN(C)C(=O)c2cccc(S(=O)(=O)N3CCN(c4ccccc4)CC3)c2)c1	1.9	-3	80	1	-8	-5	2	1.5	-7
CCc1noc(C)c1C(=O)Nc1nc(-c2ccc(Cl)cc2Cl)c(C)s1	0.1	-3	92	15	4	12	-2	-2.3	-6
CCc1n[nH]c(=S)n1/N=C/c1ccc2c(c1)OCO2	-0.1	-4	95	1	-19	0	-21	1.0	7
C/C(=C/C(=O)O)C(=O)Nc1cccc(C(F)(F)F)c1	0.0	0	115	7	4	2	2	-1.6	-2
Fc1ccc(COc2ccc(-c3nnco3)cc2)cc1	0.0	2	82	18	-5	-2	5	-1.6	5
CN(C)S(=O)(=O)c1ccc(N2CCCC2)c(C(=O)NNC(=O)c2ccccc2)c1	-0.1	/	83	-3	-15	4	-8	/	/
O=C(Nc1ccc(Oc2ccccc2)nc1)C1CCCCN1Cc1ccco1 (stereo not given)	0.2	1	108	-6	2	5	1	2.1	-3
Cc1ccc(S(=O)(=O)N[C@@H](Cc2ccccc2)C(=O)CCl)cc1	-0.2	-6	100	5	1	5	6	/	2
COc1ccc(Cn2nnc(C(=O)Nc3ccc(F)cc3)c2N)cc1	0.2	1	94	12	0	3	1	1.0	7
CCOc1ccc(Br)cc1/C(C)=N\NC1=NCCN1	-0.1	1	93	12	2	-1	7	0.8	-4
O=C(COC(=O)c1cccc(N2C(=O)c3ccccc3C2=O)c1)Nc1ccccc1	0.3	-9	100	-10	4	4	7	-1.5	14
CC(NC(=O)COc1ccccc1)C(c1cccs1)N1CCCC1 (stereo not given)	-0.1	-3	93	13	-1	-7	0	2.8	10
COc1ccc(-c2[nH]ncc2CN(C)Cc2ccccn2)c(OC)c1	0.0	7	100	-6	0	5	0	1.0	6
CCOc1ccc(NC(=O)NCCN2C(C)CCCC2C)cc1 (stereo not given)	-0.2	6	88	-5	6	11	1	-1.7	-5
CCC(=O)N(CCC1(C(C)C)CCOC(C)(C)C1)C(C)c1cccs1 (stereo not given)	0.0	1	97	4	1	-6	4	0.3	-3
Cc1ccccc1NC1=NC2(CCCC2)N=C(N)N1	-0.2	-8	102	-12	0	9	6	0.8	8
O=Cc1cc2ccccc2nc1SCc1ccc(Cl)cc1	0.0	-13	99	8	-4	-2	4	-1.2	-9
CCOC(=O)c1ccc(N2C(=O)CC(N3CCC(C(=O)OCC)CC3)C2=O)cc1 (stereo not given)	0.0	2	98	8	4	-6	3	-3.7	1
O=C(Nc1nccs1)c1cn(-c2ccccc2)nc1-c1ccccc1	-0.1	-13	92	-14	6	5	4	2.0	-1
CCCn1nnnc1SCC(=O)NC1CCCC1	0.1	1	88	-2	1	4	-1	-0.8	-8
COc1cc(-c2nc(-c3cccc(C(F)(F)F)c3)no2)cc(OC)c1OC	-0.1	-3	105	-5	1	4	4	3.4	4

Part of the list above, with two lines to a compound:
Below each compound: Efflux pump inh	Fam108B counter	CR mimetic SO	ZTA counter	MCL1 BIM primary	GLD-1 TGE inh	BCLXL inh	MEX-5 binding	EBNA-1 inhibitor
CCC(=O)N(CCC1(C(C)C)CCOC(C)(C)C1)C(C)c1cccs1 (stereo not given)
    0.0	1	97	4	1	-6	4	0.3	-3
Cc1ccccc1NC1=NC2(CCCC2)N=C(N)N1
    -0.2	-8	102	-12	0	9	6	0.8	8
O=Cc1cc2ccccc2nc1SCc1ccc(Cl)cc1
    0.0	-13	99	8	-4	-2	4	-1.2	-9

(next part)
SMILES	Efflux pump inh	Fam108B counter	CR mimetic SO	ZTA counter	MCL1 BIM primary	GLD-1 TGE inh	BCLXL inh	MEX-5 binding	EBNA-1 inhibitor
Nc1nonc1-n1nnc(C(=O)N/N=C/c2ccccc2)c1CN1CCc2ccccc21	0.4	-1	96	14	2	7	-1	-3.7	-9
O=C(OC1CCOC1=O)c1cccc(S(=O)(=O)N2CCc3ccccc3C2)c1 (stereo not given)	0.0	-3	96	-8	-9	2	-2	1.2	-4
N#Cc1ccccc1NC(=O)c1ccccc1OCC(=O)NCc1ccco1	0.0	0	94	3	5	3	-1	3.1	5
CCOc1ccc(CCNC(=O)c2cccc(NC3=NC4CS(=O)(=O)CC4S3)c2)cc1 (stereo not given)	-0.1	-1	98	11	9	2	4	-0.1	9
COc1ccc(CN(C)C(=O)Cn2ccc(NC(=O)OCc3ccccc3)nc2=O)cc1OC	0.3	/	116	-6	1	-2	4	/	/
COc1ccc(CSc2nc3nc(C)cc(C)n3n2)cc1F	-0.3	0	92	-8	-1	-2	2	0.5	-4
Cc1ccc(-n2ncc(C#N)c2/N=C/N2CCCCCC2)cc1	0.2	-3	104	6	3	-1	3	-2.1	-1
Cc1noc(C)c1COc1ccc(C(=O)OC(C)C(=O)Nc2ccc(N3CCOCC3)cc2)cc1 (stereo not given)	-0.1	0	100	14	4	-3	1	-2.1	14
COc1cc(O)c(C(CCN2CCCC(C)C2)c2ccc(N(C)C)cc2)c(OC)c1 (stereo not given)	0.0	-1	98	4	6	6	4	-0.7	3
Cn1c(N)c(C(=O)COC(=O)CSc2ccccc2)c(=O)n(C)c1=O	-0.1	-1	83	-8	-4	1	7	0.6	4
COc1ccc(-c2cc(C)no2)cc1S(=O)(=O)N1CCOc2ccc(Cl)cc21	-0.2	-15	116	1	-1	-24	0	8.5	13
COc1cc(S(=O)(=O)NCc2ccc3c(c2)OCO3)ccc1Cl	0.3	-1	104	-8	7	2	5	-0.9	-11
CC(C)(C)n1ncc2c(=O)n(CC(=O)Nc3ccc4c(c3)OCO4)cnc21	0.4	0	99	-3	10	7	6	4.7	5
CC(=O)Oc1c(S(=O)(=O)c2ccccc2)c(C)nn1C(C)(C)C	0.0	-3	107	-11	3	-3	6	2.2	-3
CCNC(=O)c1c(C)nc2ccccn12	0.2	2	93	8	6	3	6	2.3	-1
CCc1ccc(C(=O)OCC(=O)N(CC)c2c(N)n(Cc3ccccc3)c(=O)[nH]c2=O)cc1	0.0	/	83	-3	-18	3	-4	/	/
